Screening data from PubChem BioAssay.
RMI FANCM FP – inhibitors of human RMI core complex binding to FANCM MM2; Fluorescence polarization, RMI core complex with F-MM2 peptide; stronger effect = lower value; FP signal (polarization) at 33 µM; actives 0.58% (n = 70,000); in the data active = FP signal below about 40; note: inactives centre near 61; strong numbers were not always called active; unit not given here
Starred values were filed as active, the others as inactive; & = joins results of further samples.

SMILES	RMI FANCM FP
CC(C)c1nnc(SCC(=O)NC2CCCC2)c2c1cnn2-c1ccccc1	62
O=S(=O)(c1ccc(F)cc1)c1nc(-c2cccs2)oc1SCc1ccc(F)cc1	89
Cc1cc(O)c(C(c2ccccn2)N2CCN(c3ccccc3F)CC2)c(=O)n1Cc1ccco1 (stereo not given)	56
COc1ccc(/C=C/C(=O)NC(C)c2ccccc2)c(OC)c1 (stereo not given)	66
Cc1ccc(C)c(NC(=O)CSc2nnc(-c3cccn(C)c3=O)n2C)c1	65
CC1=NN(C)C(=O)/C1=C/N(C)C	48
COc1ccc(NC(=O)CSc2nnc(C)c3cnn(-c4ccc(F)cc4)c23)c(OC)c1	60
Cc1sc2nc(NC(=O)c3sc4ccccc4c3Cl)sc(=O)c2c1C	66
O=[N+]([O-])c1ccc(SC2=NCCN2)c(Cl)c1	53
O=C(CSc1ccc2nnc(-c3cccnc3)n2n1)NCc1ccco1	58
Cc1cccc(NC(=O)CC(C(=O)O)N(C)C)c1C (stereo not given)	60
Nn1c(C(F)(F)F)n[nH]c1=S	60
COc1ccc(C=NCCc2cccs2)c(O)c1	48
CCN(CC)C(=O)Cn1ccc2ccccc21	71
O=C1C(C2=NC(c3ccccn3)C3C(=O)N(c4ccc(Cl)cc4)C(=O)C23)=C(O)c2ccccc21 (stereo not given)	77
Cc1[nH]n(-c2ccccc2)c(=O)c1C1OC(=O)c2ccccc21 (stereo not given)	66
O=C(NCCCn1ncccc1=O)Nc1cccc(C(F)(F)F)c1	59
CCn1ccc(C(=O)Nc2nnc(-c3ccc(C)cc3)o2)n1	62
C1=CC2C=CC1c1ccccc12	56
Cc1cc(NC(=O)COc2ccccc2F)n(-c2ncnc3c2cnn3-c2ccccc2)n1	42
O=C(NC(C(=O)N1CCN(C(=O)c2cccs2)CC1)S(=O)(=O)c1ccccc1)c1ccco1 (stereo not given)	64
O=C(Cc1ccc(Cl)cc1)Nc1ccc2c(c1)CN(C(=O)c1ccco1)CC2	66
Cc1nc(C)c(CCNS(=O)(=O)c2ccccc2)s1	61
Cc1ccc(C(=O)NC2(NCCc3ccc(Cl)cc3)C(=O)c3ccccc3C2=O)cc1	56
Cc1cc(=O)c(OCc2ccc(F)cc2)cn1CC(=O)NC1CCCC1	55
O=C(Nc1nc2ccc(F)cc2s1)c1cc(-c2ccccc2)nc2ccccc12	54
Cc1ccc(OCCn2c(C3CC(=O)N(Cc4ccc(F)cc4)C3)nc3ccccc32)c(C)c1 (stereo not given)	57
Cn1c(C(C#N)=C(O)c2cccc(Br)c2)nc2ccccc21	56
O=C(NCCOc1ccc2nnc(-c3ccccc3Cl)n2n1)c1cccc(Cl)c1	71
COc1ccc(OC)c(S(=O)(=O)Cc2nc(-c3ccc(C)cc3)no2)c1	76
O=C(NCCS(=O)(=O)NCc1ccccn1)c1ccc2c(c1)OCO2	54
COc1ccc(C)c2sc(N(Cc3ccccn3)C(=O)c3ccnn3C)nc12	69
Cc1cc(C)c(NC(=O)Cn2nc3c(cc2=O)CCCC3)c(C)c1	64
O=C(Nc1nc2ccc([N+](=O)[O-])cc2s1)c1csc(Nc2ccccc2)n1	64
O=C(NCCn1ncc2c(=O)n(Cc3ccccc3F)cnc21)c1ccc2ccccc2c1	59
CN(C)C=Nc1cc(C(C)(C)C)on1	56
COc1cccc(NC(=O)N2CCN(c3ccc(-c4ccccc4C)nn3)CC2)c1	71
C=CCN(CC=C)S(=O)(=O)c1ccc(C(=O)N2CCN(c3nc4c(CC)cccc4s3)CC2)cc1	54
CC(C)(C)c1csc(N/N=C\c2cccs2)n1	53
CS(=O)(=O)N1CCCCC1C(=O)Nc1ccc(-c2nc3ccccc3s2)c(O)c1 (stereo not given)	65
CCOC(=O)c1ccccc1NC(=O)CSc1nc(CC(=O)NC2CC2)cc(=O)[nH]1	59
CCC(=O)N1CCc2ccc(NC(=O)COc3ccccc3OC)cc2C1	68
COC(=O)C1=C(N)Oc2cc(C)oc(=O)c2C1c1ccccc1Cl (stereo not given)	57
COc1ccc(Cl)cc1NC(=O)C(=O)N1CCN(Cc2ccc3c(c2)OCO3)CC1	51
O=C(NCCn1ncccc1=O)c1ccc(S(=O)(=O)N2CCOCC2)cc1	64
COc1cccc(NC(=O)NCCCn2ncccc2=O)c1	63
CC1(C(=O)O)Cc2ccc(Cl)cc2C(=O)O1 (stereo not given)	59
CC1C(=O)NCCN1C(=O)CCCSc1ccc(Cl)cc1 (stereo not given)	61
O=C(NCCS(=O)(=O)NCCC(c1ccccc1)c1ccccc1)c1ccccc1	59
NC(=O)Cn1nc(-c2cccc3ccccc23)ccc1=O	55
O=C(CSc1nnc2ccc(-c3ccco3)nn12)c1cccs1	57
CC(=O)Nc1cccc(NC(=O)CSc2nc(CC(=O)NCc3ccncc3)cs2)c1	56&63
O=C(CSc1ccc(-c2ccco2)nn1)N1CCc2ccccc21	68
CCOC(=O)N1CCN(C(=O)CSc2ncc(CO)n2Cc2ccc(C)cc2)CC1	53
Cc1ccc(-c2ccc(N3CCN(S(=O)(=O)c4cccnc4)CC3)nn2)c(C)c1	68
CS(=O)(=O)N1CCCC1C(=O)Nc1ccc2sccc2c1 (stereo not given)	63
O=C(NN1C(=O)C2C3C=CC(C3)C2C1=O)c1cccc([N+](=O)[O-])c1 (stereo not given)	60
O=C(Nc1ccc(F)c(F)c1)N1CCN(c2ccc3nnc(-c4ccco4)n3n2)CC1	75
COC(=O)c1ccccc1NC(=O)CSc1nnc(CSc2nc3ccccc3s2)o1	61
CCOC(=O)c1c(NC(=O)c2cccs2)sc2c1CCC2	63

Next records.
SMILES	RMI FANCM FP
COC(=O)CSc1nc(-c2cccc(C)c2)nc2c1CCCC2	66
C=c1ccccc1=C1N=C(NC(=O)CSc2nnc3ccccn23)NS1	74
Cc1csc(CN2CCN(C(=O)c3ccc(F)cc3F)CC2)n1	62
Cc1ccc(O)c(C(CCN(C(C)C)C(C)C)c2ccccc2)c1 (stereo not given)	59
N=C(N)SCc1cc2ccccc2o1	54
CN1C(=O)C(C)(C)COc2ccc(NS(=O)(=O)c3ccccc3Br)cc21	68
O=C(O)CC1(CC(=O)Nc2ccc(N3CCOCC3)c(Cl)c2)CCCCC1	62
CCn1nccc1C(=O)Nc1nnc(-c2ccc(C)cc2C)o1	66
Cn1cnc(S(N)(=O)=O)c1	55
Cc1ccc(NC(=O)CCCSc2ccc(NC(=O)c3ccco3)nn2)cc1F	77
COc1ccc(Cl)c2sc(N(CCN3CCOCC3)C(=O)c3ccn(C)n3)nc12	66
Nc1nc(SCC(=O)Nc2ccc3c(c2)OCO3)ncc1S(=O)(=O)c1cccs1	65
COc1ccc(-c2c(C(F)(F)F)nn(C)c2NC(C)=O)cc1	60
Cc1ccc(S(=O)(=O)Cc2csc(N3CCOCC3)n2)cc1	52
Cc1ccc2c(N)[nH]nc2n1	57
Cc1nc2c(sc3ccccc32)c(=O)n1CC(=O)Nc1ccc(Br)cc1	133
COc1ccc(N2CCN(CCNC(=O)Cc3cccc4ccccc34)CC2)cc1	65
CN(C1CCCCC1)S(=O)(=O)c1ccc(C(=O)Nc2sc3c(c2C#N)CC(C)(C)NC3(C)C)cc1	76
CC1CC(C)CN(Cc2nc3c(c(=O)n(C)c(=O)n3C)n2CC(=O)c2ccccc2)C1 (stereo not given)	58
CN(C)CCNC(=O)C(=O)Nc1ccccc1F	63
CCN(CC)CC(O)COc1cc(C(F)(F)F)ccn1 (stereo not given)	54
CC(C)[C@@H](N)C(O)(c1ccccc1)c1ccccc1	58
Cc1nnc2n(c1=O)C(CSc1ccc([N+](=O)[O-])cc1)CS2 (stereo not given)	66
COc1ccc(NC(=O)CN2CCC(c3nc4ccccc4[nH]3)CC2)cc1OC	55
CCc1nnc(C2CCN(C(=O)CC(C)(C)C)CC2)s1	61
COc1ccc(-c2csc(/C(C#N)=C\c3ccc(OCC(=O)c4ccccc4)c(OC)c3)n2)cc1OC	42
COC(=O)C1=NN(c2ccccc2)C(=O)/C1=C\N(C)C	53
CCOc1ccc2nc(NCC3CCCO3)sc2c1 (stereo not given)	67
C=C(C)c1ccccc(=O)c1O	58
O=C(c1ccccc1Cl)N1CCCC(c2nnc(-c3cccs3)o2)C1 (stereo not given)	64
COc1ccc(C)cc1S(=O)(=O)N1CCCC(c2nnc(COc3ccccc3)o2)C1 (stereo not given)	62
NC(=O)C1CCN(C(=O)Cc2csc(SCC(=O)Nc3ccc(F)cc3)n2)CC1	56
Cc1[nH]c2ccccc2c1C(=O)CSc1ccc2ccccc2n1	80
O=C(NCCn1ncc2c(N3CCN(Cc4ccccc4)CC3)ncnc21)c1cc2ccccc2o1	65
S=C(NCc1ccco1)N/N=C\c1ccc(Cl)c(Cl)c1	52
CCc1ccnc(NC(=O)c2cccs2)c1	55
Cn1nc(-c2ccc(Cl)cc2)cc1NS(=O)(=O)c1ccc(F)cc1	55
CCC(CC)C(=O)Nc1cc(-c2cn3nc(OC)ccc3n2)ccc1C	73
O=C1c2ccccc2-c2c1cccc2C(=O)N1CCOCC1	57
O=C(Nc1ccccc1)OCC(CN1CCCCC1)OC(=O)Nc1ccccc1 (stereo not given)	62
COC(=O)N1CCc2c(sc(NC(=O)c3ccc(Cl)cc3)c2-c2nc3ccccc3s2)C1	67
NC(=O)C1CCN(C(=O)NC(=O)c2ccccc2)CC1	61
O=C(Nc1cc(C(=O)N2CCN(c3ccccc3)CC2)ccc1N1CC2CC(C1)c1cccc(=O)n1C2)c1ccc(Br)o1 (stereo not given)	56
C[C@H](NC(=O)c1ccc(Cl)cc1Cl)C(=O)NCc1ccco1	57
CN(C)/C=C1\C(=O)N(c2ccc(F)cc2F)C(c2cccnc2)S1(=O)=O (stereo not given)	54
C=Cc1ccc(Cn2nc3n(CCC)c(=O)c4ccc(C(=O)NC5CCCCC5)cc4n3c2=O)cc1	89
Cc1cc(NC(=O)COc2ccccc2F)n(-c2nc3ccccc3s2)n1	79
Cc1ccc(S(=O)(=O)N(C)c2ccc(C(=O)n3nc(C)cc3C)cc2)cc1	60
COc1ccccc1CNC(=O)c1scc(-c2ccccc2)c1S(=O)(=O)N(C)c1ccccc1	68
c1cc2c(cc1N=C1SCC3CCCCN13)OCO2 (stereo not given)	57
C=C1/C(=C\C=C2/CCC[C@]3(C)[C@@H]([C@H](C)/C=C/[C@@H](O)C4CC4)CC[C@@H]23)C[C@@H](O)C[C@@H]1O	57
Cc1nc(-c2ccccc2)sc1C(=O)NCCn1nc(-c2cccnc2)ccc1=O	66
COc1ccc(OCCn2c(C3CC(=O)N(c4cccc(OC)c4)C3)nc3ccccc32)cc1 (stereo not given)	59
CC(C)(C)NC(=O)N1CCOCC1	52
COc1ccc(CNC(=O)N2CCC(c3nnc(-c4ccc(F)cc4)o3)CC2)cc1OC	60
COc1ccc(C)c2sc(N(Cc3ccccn3)C(=O)C3CCCCC3)nc12	65
Cc1ccc(C)c(N2CCN(S(=O)(=O)c3ccsc3C(=O)Nc3ccc(C(C)C)cc3)CC2)c1	68
Cc1c(COC(=O)Nc2ccc(Cl)cc2Cl)sc2ccccc12	61
COC(=O)c1ccc(NC(=O)C(=O)NCC2CCN(C3CCCC3)CC2)cc1	57&76
COc1ccccc1-c1ccc2nnc(SCc3ccc([N+](=O)[O-])cc3)n2n1	89

The list continues.
SMILES	RMI FANCM FP
Cc1c(Cl)ccc2sc(N(Cc3ccccn3)C(=O)c3ccc4ncsc4c3)nc12	79
O=S(=O)(c1ccc2c(c1)CCCC2)N1CCN(c2ccc(-c3cccnc3)nn2)CC1	80
COc1cccc(CSc2nc(C)c(CC(=O)NCc3ccccn3)c(=O)[nH]2)c1	64
COc1ccc(NC(=O)Cc2csc(NC(=O)Nc3cccc(Cl)c3)n2)cc1C	78
O=C(Cn1nc(C2CC2)c2cnn(-c3cccc(Cl)c3)c2c1=O)NCc1ccco1	94
COc1ccc(NC(=O)Cc2csc(Nc3ccc(S(C)(=O)=O)cc3)n2)c(OC)c1	62
COc1ccc(N2CCCS2(=O)=O)cc1N	63
O=C(NCC1CCN(Cc2cccs2)CC1)C(=O)Nc1ccc(C(F)(F)F)cc1	104
CC1CCN(CC(=O)ON=C(c2ccc(F)cc2)c2ccc(F)cc2)CC1	51
COc1ccc(Cl)cc1NC(=O)C(=O)NCc1ccsc1	76
CCS(=O)(=O)c1ccc(CC(=O)Nc2ccc3sccc3c2)cc1	51
Cc1nc([N+](=O)[O-])cn1CC(=O)c1ccc(-c2cccnc2)s1	54

Not all compounds are listed; the hit share may differ from the screen's.
